BAZ2B block: BAZ2B (human) inhibition | AlphaScreen BAZ2B-H3K14Ac peptide displacement | Potency, µM (series often up to 114 µM), inactives show at the top dose activity change, negative = inhibition, hits mostly inhibitors | hit rate 4.4% among 360,000 | AID 504333; further: potency means the concentration at half of the fitted maximal effect; on the % scale 0 is the no-effect control and ±100 the full control effect; nearly all actives have a fitted effect of over 60% in size
Target sequence (Q9UIF8 whole entry, looked up): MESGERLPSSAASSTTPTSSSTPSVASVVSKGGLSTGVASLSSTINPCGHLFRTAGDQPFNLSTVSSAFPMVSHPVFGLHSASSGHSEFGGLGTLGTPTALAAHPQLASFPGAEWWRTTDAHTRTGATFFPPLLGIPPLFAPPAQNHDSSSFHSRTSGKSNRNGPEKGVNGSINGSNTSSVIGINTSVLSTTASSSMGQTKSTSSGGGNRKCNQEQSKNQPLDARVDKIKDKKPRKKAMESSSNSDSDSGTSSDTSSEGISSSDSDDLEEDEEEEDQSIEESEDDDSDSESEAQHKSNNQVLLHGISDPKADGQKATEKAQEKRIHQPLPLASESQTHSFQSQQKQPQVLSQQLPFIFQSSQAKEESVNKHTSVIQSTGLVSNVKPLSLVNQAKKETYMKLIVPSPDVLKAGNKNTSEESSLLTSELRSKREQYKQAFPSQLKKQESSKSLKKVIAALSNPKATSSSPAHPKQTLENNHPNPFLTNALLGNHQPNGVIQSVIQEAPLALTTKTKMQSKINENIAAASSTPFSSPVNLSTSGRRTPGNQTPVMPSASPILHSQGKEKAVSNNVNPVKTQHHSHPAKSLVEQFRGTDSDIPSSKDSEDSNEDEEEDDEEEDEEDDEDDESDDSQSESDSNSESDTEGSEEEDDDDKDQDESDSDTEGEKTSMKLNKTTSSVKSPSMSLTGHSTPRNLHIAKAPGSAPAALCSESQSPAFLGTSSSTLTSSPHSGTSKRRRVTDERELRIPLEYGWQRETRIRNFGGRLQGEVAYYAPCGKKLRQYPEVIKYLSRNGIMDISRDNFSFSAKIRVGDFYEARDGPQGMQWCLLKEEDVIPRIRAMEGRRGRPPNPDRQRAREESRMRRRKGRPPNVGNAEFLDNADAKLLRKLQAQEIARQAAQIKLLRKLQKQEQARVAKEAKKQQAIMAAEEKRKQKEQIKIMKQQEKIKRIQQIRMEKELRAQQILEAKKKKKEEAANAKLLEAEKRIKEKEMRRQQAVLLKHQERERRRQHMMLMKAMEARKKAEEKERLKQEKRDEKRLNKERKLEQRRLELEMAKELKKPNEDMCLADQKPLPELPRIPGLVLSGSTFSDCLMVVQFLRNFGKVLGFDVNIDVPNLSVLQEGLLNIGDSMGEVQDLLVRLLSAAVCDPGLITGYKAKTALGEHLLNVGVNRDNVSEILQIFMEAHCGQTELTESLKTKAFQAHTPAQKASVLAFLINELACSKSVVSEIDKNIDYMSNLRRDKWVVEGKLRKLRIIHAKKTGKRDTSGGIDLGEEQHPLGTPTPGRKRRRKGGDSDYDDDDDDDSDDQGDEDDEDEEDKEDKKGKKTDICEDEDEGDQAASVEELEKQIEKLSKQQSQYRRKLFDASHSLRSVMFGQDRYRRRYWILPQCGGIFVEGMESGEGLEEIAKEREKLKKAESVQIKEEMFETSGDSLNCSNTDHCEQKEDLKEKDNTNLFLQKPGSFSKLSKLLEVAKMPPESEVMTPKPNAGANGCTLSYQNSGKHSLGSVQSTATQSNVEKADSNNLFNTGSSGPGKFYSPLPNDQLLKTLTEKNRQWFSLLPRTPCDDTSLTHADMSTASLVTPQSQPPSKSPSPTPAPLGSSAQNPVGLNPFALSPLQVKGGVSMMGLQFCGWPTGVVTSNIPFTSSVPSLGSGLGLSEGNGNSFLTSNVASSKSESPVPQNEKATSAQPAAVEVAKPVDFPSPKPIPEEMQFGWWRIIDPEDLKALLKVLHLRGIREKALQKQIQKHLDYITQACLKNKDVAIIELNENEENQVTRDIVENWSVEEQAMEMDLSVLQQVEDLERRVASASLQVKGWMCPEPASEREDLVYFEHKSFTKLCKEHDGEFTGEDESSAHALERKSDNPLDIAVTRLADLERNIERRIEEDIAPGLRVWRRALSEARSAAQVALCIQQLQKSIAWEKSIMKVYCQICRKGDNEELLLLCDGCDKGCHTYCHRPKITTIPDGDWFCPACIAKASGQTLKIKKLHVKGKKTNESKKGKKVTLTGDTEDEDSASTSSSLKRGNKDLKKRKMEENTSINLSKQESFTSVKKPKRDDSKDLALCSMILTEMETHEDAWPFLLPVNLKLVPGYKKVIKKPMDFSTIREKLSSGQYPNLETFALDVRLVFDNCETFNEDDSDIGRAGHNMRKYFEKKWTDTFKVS
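AlphaScreen luminescence quantifies BAZ2B engagement of H3K14Ac peptide; the protein and biotinylated peptide are both at 50 nM final, buffer PBS pH 7.4 with 0.01% Tween-20, all steps at room temperature.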
G9a inh: G9a (human) methyltransferase inhibition; Q96KQ7; G9a H3K9 monomethylation, AlphaScreen, 2 h; Potency, µM (top dose mostly 102 µM), for the others: at the top dose activity, negative = inhibition, usual class: inhibitors; hit rate 8.8% among 350,000; AID 504332; further: potency means the concentration at half of the fitted maximal effect; on the % scale 0 is the no-effect control and ±100 the full control effect; nearly all actives have a fitted effect of over 75% in size
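Using a bead-based AlphaScreen, monomethylated H3K9 product from 2 h room-temperature reactions (G9a 20 nM, peptide 500 nM, SAM 20 uM) was detected with 0.5 ug/mL rabbit anti-H3K9me1 antibody.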
JMJD2A Tudor: JMJD2A Tudor domain (human) inhibition; AlphaScreen JMJD2A-Tudor / H3K4me3 peptide binding; hit rate 4.4% among 390,000; O75164; Potency, µM (top dose mostly 114 µM), inactives show top-dose activity change, negative = inhibition, actives largely listed as inhibitors; further: potency means the concentration at half of the fitted maximal effect; on the % scale 0 is the no-effect control and ±100 the full control effect; nearly all actives have a fitted effect of over 50% in size
HP1b chromo inh: HP1-beta chromodomain-methylated histone interaction inhibition; AlphaScreen HP1-beta / biotin-H3K9me3 peptide binding; Potency, µM (highest dose often 114 µM), inactives show top-dose activity change, negative = inhibition, usual class: inhibitors; hit rate 0.56% among 390,000; further: potency means the concentration at half of the fitted maximal effect; nearly all actives have a fitted effect of over 70% in size; inactives centre near 23
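AlphaScreen: HP1-beta (50 nM) preformed 30 min with biotin-H3(1-18)K9me3 peptide (50 nM) in PBS pH 7.4, 0.01% Tween-20. Compound added for 30 min at RT, then streptavidin donor/nickel chelate acceptor beads (10 ug/mL) for 30 min.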
ERG Ets-DNA blk: blocks human ERG Ets domain binding to DNA. fluorescence polarization, His-ERG Ets domain / labelled DNA. Potency, µM (series often up to 76.9 µM), for the others: at the highest dose FP activity, negative = inhibition, hits mostly inhibitors. hit rate 0.028% among 370,000. AID 624246; active means well fitted inhibition curve with a large enough effect in the polarisation, with a control signal flat; inconclusive means small, poorly fitted or top-dose-only effect, or effect the other way, or a change in a side signal; inactive means no such curve, though single readings can be large or run the other way; the % refers to the polarisation;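 further: polarization taken with two DNA probes labelled with fluorescein and Texas red; potency means the concentration at half of the fitted maximal effect; % of control where 0% means no effect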
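His-tagged ERG Ets domain (1 uM in the protein solution; 300mM KCl, 50mM Tris-HCl, 1mM EDTA, 1mM DTT, pH 7.5) received compound, then a probe mix of 5 nM fluorescein-DNA and 100nM Texas-615-DNA. Fluorescence polarization was read for both dyes.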
PI4K2A inh: inhibitors of human PI4K2A; Q9BTU6; purified PI4K2A, ADP-Glo luminescence, 1 h; hits give low values; AID 1346378; hit rate 0.13% among 420,000; activity change, negative = inhibition, % at 76.9 µM; in the data active means activity change below about -50%; inconclusive means mostly about -30% to -49%;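 further: -100% = wells without enzyme as full effect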
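PI4K2A activity was measured by ADP-Glo luminescence: enzyme (4 ug/mL stock) and phosphatidylinositol (1.2 mM stock) in Tris pH 7.5/MgCl2/EGTA/Triton X-100 buffer were reacted with ATP (300 microM stock) for one hour at ambient temperature.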
Pin1 inhibitor: inhibitors of human Pin1; Q13526; Pin1 FP peptide displacement, HiFluor488, 10 min; Potency, µM (highest dose often 115 µM), for inactives: at the highest dose activity, negative = inhibition, actives largely listed as inhibitors; hit rate 0.009% among 390,000; AID 504891; active means well fitted inhibition curve with a large enough effect in the polarisation, with a control signal flat, not every such curve was filed as active; inconclusive means small, poorly fitted or top-dose-only effect, or effect the other way, or a change in a side signal; inactive means no such curve, though single readings can be large or run the other way; the % refers to the polarisation; further: potency means the concentration at half of the fitted maximal effect; on the % scale 0 is the no-effect control and ±100 the full control effect
GLS inhibitor: inhibitors of human glutaminase (GLS) | O94925 | GLS enzymatic activity, qHTS titration | Potency, µM (highest dose often 45.5 µM), inactives show top-dose activity change, negative = inhibition, hits mostly inhibitors | hit rate 0.21% among 410,000 | AID 624170; further: potency means the concentration at half of the fitted maximal effect; on the % scale 0 is the no-effect control and ±100 the full control effect
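Read-out is an Amplex red fluorescence increase coupled through glutamate oxidase and HRP, measured before and after 30 min room-temperature incubation. hKGA is in 45 mM KH2PO4 (pH 8.2) with 0.02% Tween-20; glutamine added as 1mM solution.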
Tb PGK inh: T. brucei PGK inhibition. PGK/GAPDH coupled, Kinase-Glo luminescence, 60 min. hit rate 0.043% among 380,000. P07378. Potency, µM (series often up to 57.5 µM), for inactives: at the top dose activity change, negative = inhibition, hits mostly inhibitors. AID 602233; further: potency means the concentration at half of the fitted maximal effect; on the % scale 0 is the no-effect control and ±100 the full control effect; nearly all actives have a fitted effect of over 60% in size
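Recombinant glycosomal PGK reaction used 1,3-bisphosphoglycerate generated in-well by GAPDH (100nM final) in 100mM TEA pH 7.6, 5mM MgCl2, 0.01% Tween-20. After 60 minutes at room temperature, ATP was read by Kinase-Glo Plus luminescence end-point.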
* marks the source's active call; other numbers are inactive results; i = inactive; ? = inconclusive; . = no result given; [ ] = remark or other dose. Unless noted, the call rests on the fitted dose curve; in most records, active means well fitted curve in the direction sought with a large enough effect; inconclusive means small, poorly fitted or top-dose-only effect, or another doubt; inactive means no such curve, though single readings can be large; an effect the other way counts as inactive or inconclusive.

BAZ2B block,G9a inh,JMJD2A Tudor,HP1b chromo inh,ERG Ets-DNA blk,PI4K2A inh,Pin1 inhibitor,GLS inhibitor,Tb PGK inh,SMILES
-1.3%,-48.0%,?,10.9%,11.7%,-3.3,-7.4%,3.2%,-9.9%,CC(C)n1ncc2c(C(=O)O)cc(C3CC3)nc21
10.0%,?,-35.9%,-2.2%,17.5%,-1.6,?,0.0%,-4.5%,CC(C)(C)c1ccc(C(=O)N/C(=C\c2ccco2)C(=O)Nc2ccccc2C(=O)O)cc1
-0.4%,0.0%[0.501 µM],-19.4%,29.9%,-5.0%,1.1,-6.9%,1.8%,i,Cc1ccc(S(=O)(=O)Nc2cccc(N(C)S(C)(=O)=O)c2)cc1[N+](=O)[O-]
.,.,-20.3%,14.9%,-4.0%,-2.7,3.6%,5.9%,-5.0%,Cc1ccc(S(=O)(=O)N2CCN(C(=O)CCC(=O)Nc3ccc(Br)c(C)c3)CC2)cc1
-35.6%,?,-22.8%,-1.2%,-6.5%,-7.0,-2.1%,11.8%,-9.1%,COc1ccc(O)c(CN2CCC(n3nccc3NC(=O)c3ccccc3Cl)CC2)c1
7.8%,-13.4%,-2.5%,30.1%[activator],1.1%,11.3,?,1.6%,4.0%,COc1ccc(C(=O)Cn2nnc(-c3ccccc3F)n2)cc1
8.6%,16.9%,-5.5%,27.1%,-3.0%,9.5,-0.4%,-14.9%,i,COc1ccc(CNC(=O)C2CCN(C(=O)c3ccco3)CC2)cc1
1.7%,9.4%,16.5%,53.7%[activator],-3.4%,1.2,-2.3%,0.0%,i,COC(=O)N/N=C(\C)c1cccc(C(F)(F)F)c1
-17.7%,-9.9%[0.501 µM],-13.0%,22.4%,0.4%,7.5,11.0%,-0.2%,3.7%,CCCCS(=O)(=O)N1CCCC(C(=O)Nc2ccc3c(c2)CCC3)C1 (stereo unspecified)
-2.5%,.,5.6%,21.1%,-10.0%,-12.6,-6.2%,-6.6%,-4.7%,Fc1ccccc1-c1nc2ncccc2o1
-1.9%,-9.5%,-15.8%,38.1%,9.3%,-0.4,57.4%[activator],-11.8%,-0.2%,N#CCC(=O)Nc1ccc(C(=O)N2CCN(S(=O)(=O)c3ccc4ccccc4c3)CC2)cc1
-14.2%,13.6%,-2.8%,39.2%[activator],-4.6%,-2.2,-3.3%,3.0%,-1.9%,Cn1c(CNC(=O)c2ccc3c(c2)OCO3)nnc1SCC(=O)Nc1ccccc1F
-6.1%,?,-14.0%,26.3%,-3.1%,4.0,-7.1%,12.0%,-9.1%,O=C(CCN1CCCCC1)N/N=C/c1c[nH]c2ccccc12
-0.4%,20.3%,12.7%,39.7%[activator],-12.1%,7.7,-0.2%,-3.9%,i,CC(NCc1ccccc1O)c1ccccc1 (stereo unspecified)
-0.7%,?,-15.3%,28.0%,-5.0%,-12.1,-5.4%,1.4%,-9.8%,CC(=O)NC(CCS(C)(=O)=O)C(=O)Nc1cc(C)ccc1C (stereo unspecified)
-5.6%,.,-10.3%,26.2%,22.1%,-3.5,1.3%,19.4%,-4.4%,COc1ccc(CCNC(=O)CCNC(=O)c2ccco2)cc1OC
4.6%,18.1%[2.33 µM],-25.3%,10.9%,-3.9%,4.2,7.3%,-2.1%,1.8%,Cc1ccc(C)c(N2N=C(C(=O)Nc3cccc(S(=O)(=O)N4CCCCC4)c3)CCC2=O)c1
-25.2%,15.5%[59 µM],-24.1%,3.8%,-7.6%,-5.6,8.3%,2.1%,-10.2%,N#C/C(=C\c1ccccc1C(F)(F)F)C(=O)Nc1ccccc1
4.2%,14.3%,-20.3%,30.6%[activator],-3.1%,-0.4,-0.7%,15.3%,-5.0%,CCC(=O)Nc1cccc(NC(=S)NC(=O)c2ccccc2Cl)c1
21.6%,-42.3%[12.7 µM],-2.5%,33.6%,-3.7%,0.2,-22.2%,4.8%,-10.0%,COc1ccc(S(=O)(=O)N2CCCC(C(=O)NC3CCCCC3)C2)cc1 (stereo unspecified)
?,25.3%[59 µM],-6.9%,32.3%,2.3%,4.5,2.5%,-3.0%,0.0%,CCOC(=O)Cn1nc(NC(=O)c2cc(OC)cc(OC)c2)cc1C
-9.0%,-32.7%,-0.7%,31.6%,9.2%,-3.2,1.4%,7.4%,3.5%,Cc1[nH]n(-c2ccccc2)c(=O)c1C=NCc1ccncc1
9.4%,70.3%[activator][59 µM],9.4%,55.0%[activator],-5.2%,?,-1.4%,13.7%,-6.4%,NC(=O)SCC(=O)Nc1cccc(Cl)c1
5.4%,9.1%[0.501 µM],-10.6%,30.7%,-10.9%,-1.4,-1.0%,-0.4%,-6.8%,C[C@H](OC(=O)n1ccnc1)[C@@H]1O[C@@]2(C)CCC[C@@H]1O2
-0.4%,5.4%[59 µM],-12.5%,23.2%,-0.9%,4.2,0.1%,26.3%,i,CCOC(=O)c1[nH]c2ccc(OC)cc2c1NC(=O)CCN1CCc2ccccc2C1
-28.0%,-26.8%[59 µM],-18.6%,41.2%,.,4.7,32.7%[activator],4.3%,-1.5%,CC1CCc2nc3ccccc3c(C(=O)OCC(=O)N3CCc4ccccc43)c2C1 (stereo unspecified)
-2.0%,2.1%,-7.5%,9.6%,0.2%,4.5,-0.7%,7.1%,-1.2%,CCCCCN(C(=O)CCC(=O)OCc1ccccc1F)c1c(N)n(CCCC)c(=O)[nH]c1=O
-0.6%,7.7%[12.7 µM],-19.2%,21.9%,11.2%,-20.9,-2.7%,-4.8%,-2.4%,O=C(NCC1CCCO1)C1CCC(CNS(=O)(=O)c2ccccc2)CC1 (stereo unspecified)
0.6%,27.4%[59 µM],-11.4%,28.0%,0.0%,1.4,1.2%,2.5%,1.0%,COc1ccc(CCNC(=O)CSCc2ccc([N+](=O)[O-])cc2)cc1
.,18.0%,-1.4%,46.6%[activator],-7.0%,1.0,-10.9%,51.1%[activator],-4.5%,CCOC(=O)C1=C(C)NC(C)=C(C(=O)OCC)C1C(=O)OCC(=O)NC
-8.3%,-0.7%,-15.8%[11.4 µM],27.6%,-3.6%,0.3,1.0%,1.3%,1.3%,CCOc1ccc(Nc2nnc(Cc3ccc(OC)cc3)c(=O)[nH]2)cc1
-18.1%,-28.1%[59 µM],-18.6%,-7.6%,-0.6%,5.0,16.1%,0.0%,i,O=C(Cn1ccc2cc(S(=O)(=O)N3CCCCCC3)ccc21)NCCc1ccc(Cl)cc1
-17.4%,?,-17.9%,22.8%,-4.5%,4.8,-3.6%,-1.8%,-1.8%,S=c1[nH]nc(COc2ccc(Cl)cc2)n1Cc1ccccc1
-23.3%,44.7µM*,-29.3%,31.0%,-1.8%,7.8,?,-12.1%,7.7%,Cn1c(C(=O)NCCN2CCc3ccccc3C2)cc2c(=O)n(C)c3ccccc3c21
-6.1%,-1.5%,2.1%,75.8%[activator],2.5%,-2.3,-0.2%,-9.3%,i,COc1ccccc1-c1nn(Cc2ccccc2)cc1/C=C/C(=O)O
-0.5%,3.0%,0.0%,22.8%,2.3%,3.8,-0.2%,1.7%,0.2%,CC1(C)COCN1C(=O)c1ccc(C#N)cc1
-18.4%,?,7.0%,36.0%,1.7%,-0.2,0.2%,-9.7%,5.2%,CN1CCN(c2cc(C(F)(F)F)nc(-c3ccccn3)n2)CC1
-15.8%,11.7%[12.7 µM],3.1%,28.5%,28.7%,8.1,34.5%[activator],0.0%,-13.8%,Cc1ccc(O)c(-c2cc(C(=O)Nc3ccc(S(=O)(=O)Nc4nccc(C)n4)cc3)[nH]n2)c1
3.0%,.,1.4%,29.1%,31.2%[activator],2.1,-2.3%,12.5%,10.3%,O=C(CN1C(=O)c2ccccc2S1(=O)=O)NCc1ccc(F)cc1
15.8%,.,-10.6%,40.5%[activator],-4.1%,1.6,-6.3%,-6.8%,i,COC(=O)CN1C(=O)[C@H]2[C@@H](c3ccc(C)o3)N3C(=O)CN(CCO)C(=O)[C@@]3(C)[C@H]2C1=O
-11.5%,-6.4%[0.0925 µM],-7.9%,31.0%,-1.6%,-0.2,-1.4%,8.0%,-1.6%,O=C(CCn1nc(-c2ccc(Cl)cc2)c2ccccc2c1=O)NCCN1CCOCC1
-36.9%,16.4%[2.33 µM],-31.7%,3.8%,11.7%,11.7,-4.6%,16.5%,1.0%,NC(=O)c1cc([N+](=O)[O-])ccc1NCc1cccc(N)c1
4.9%,-9.2%[59 µM],-0.8%,17.9%,0.8%,-0.1,-16.4%,-6.6%,i,CN(/N=C/c1cccs1)c1cc(=O)n(C)c(=O)[nH]1
-25.3%,-33.8%,-12.1%,42.7%[activator],-2.1%,1.8,-1.2%,-2.6%,.,CCCCC(=O)Nc1cccc(NC(=O)c2cccc([N+](=O)[O-])c2)c1
5.1%,19.4%[2.33 µM],9.6%,41.4%[activator],-8.1%,-5.7,-2.2%,-5.5%,2.4%,CCOC(=O)c1oc2ccccc2c1CSc1nnnn1-c1ccccc1
-5.7%,7.3%,5.6%,23.3%,0.7%,3.9,-0.1%,6.9%,1.2%,Cc1c(C(=O)OCC(=O)N2CCCC(C)C2)oc2ccccc12 (stereo unspecified)

Compound activity: PubChem, National Center for Advancing Translational Sciences (NCATS)
